Screening results deposited in PubChem BioAssay by several laboratories.
LMP1 NFkB inh: Epstein-Barr LMP1 NF-kappaB reporter inhibition. LMP1-induced NF-kappaB luciferase reporter cells, luminescence. inhibition, % at 12.5 µM. hit rate 0.69% among 350,000. AID 504558; in the data active = inhibition above about 41%;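 note: 0% = neutral control wells and 100% = reference inhibitor control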
Shn3 inh set2: inhibitors of Schnurri-3 3'UTR reporter in osteoblasts; Clone20 osteoblast Shn3 3'UTR firefly luciferase, 24 h; inhibition, % at 12.5 µM; hit rate 0.52% among 360,000;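 active = mean inhibition of at least 75% with every replicate also reaching 75%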;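 note: 0% = median of neutral control wells and 100% = pilot-screen positive control compound; some compounds past the cut are filed as inactive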
CF NFkB inh: inhibitors of cystic fibrosis induced NF-kB; inhibition, % at 5 µM; KKLEB NF-kB-GFP reporter, PAF-induced, GFP fluorescence overnight; hit rate 0.86% among 360,000;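 active = at least 50% inhibition at 5 µM, scaled per plate between neutral and stimulator controls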;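 note: PAF is a Pseudomonas aeruginosa culture filtrate used as stimulus; plate controls were PAF-stimulated DMSO wells for no effect and unstimulated DMSO wells for full effect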
NCOA1 inh: human NCOA1 inhibition | inhibition, % at 3.6 µM | hit rate 0.12% among 360,000 | HEK293 GAL4-SRC1 luciferase reporter, luminescence;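 active = inhibition above the campaign mean plus 3 SD, with each screening campaign given its own cutoff, cut at about 60% in these data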;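 note: 0% = DMSO treated cells and 100% = gossypol at 36 µM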
Target sequence (Q15788 whole entry, looked up, the tested form may be a part): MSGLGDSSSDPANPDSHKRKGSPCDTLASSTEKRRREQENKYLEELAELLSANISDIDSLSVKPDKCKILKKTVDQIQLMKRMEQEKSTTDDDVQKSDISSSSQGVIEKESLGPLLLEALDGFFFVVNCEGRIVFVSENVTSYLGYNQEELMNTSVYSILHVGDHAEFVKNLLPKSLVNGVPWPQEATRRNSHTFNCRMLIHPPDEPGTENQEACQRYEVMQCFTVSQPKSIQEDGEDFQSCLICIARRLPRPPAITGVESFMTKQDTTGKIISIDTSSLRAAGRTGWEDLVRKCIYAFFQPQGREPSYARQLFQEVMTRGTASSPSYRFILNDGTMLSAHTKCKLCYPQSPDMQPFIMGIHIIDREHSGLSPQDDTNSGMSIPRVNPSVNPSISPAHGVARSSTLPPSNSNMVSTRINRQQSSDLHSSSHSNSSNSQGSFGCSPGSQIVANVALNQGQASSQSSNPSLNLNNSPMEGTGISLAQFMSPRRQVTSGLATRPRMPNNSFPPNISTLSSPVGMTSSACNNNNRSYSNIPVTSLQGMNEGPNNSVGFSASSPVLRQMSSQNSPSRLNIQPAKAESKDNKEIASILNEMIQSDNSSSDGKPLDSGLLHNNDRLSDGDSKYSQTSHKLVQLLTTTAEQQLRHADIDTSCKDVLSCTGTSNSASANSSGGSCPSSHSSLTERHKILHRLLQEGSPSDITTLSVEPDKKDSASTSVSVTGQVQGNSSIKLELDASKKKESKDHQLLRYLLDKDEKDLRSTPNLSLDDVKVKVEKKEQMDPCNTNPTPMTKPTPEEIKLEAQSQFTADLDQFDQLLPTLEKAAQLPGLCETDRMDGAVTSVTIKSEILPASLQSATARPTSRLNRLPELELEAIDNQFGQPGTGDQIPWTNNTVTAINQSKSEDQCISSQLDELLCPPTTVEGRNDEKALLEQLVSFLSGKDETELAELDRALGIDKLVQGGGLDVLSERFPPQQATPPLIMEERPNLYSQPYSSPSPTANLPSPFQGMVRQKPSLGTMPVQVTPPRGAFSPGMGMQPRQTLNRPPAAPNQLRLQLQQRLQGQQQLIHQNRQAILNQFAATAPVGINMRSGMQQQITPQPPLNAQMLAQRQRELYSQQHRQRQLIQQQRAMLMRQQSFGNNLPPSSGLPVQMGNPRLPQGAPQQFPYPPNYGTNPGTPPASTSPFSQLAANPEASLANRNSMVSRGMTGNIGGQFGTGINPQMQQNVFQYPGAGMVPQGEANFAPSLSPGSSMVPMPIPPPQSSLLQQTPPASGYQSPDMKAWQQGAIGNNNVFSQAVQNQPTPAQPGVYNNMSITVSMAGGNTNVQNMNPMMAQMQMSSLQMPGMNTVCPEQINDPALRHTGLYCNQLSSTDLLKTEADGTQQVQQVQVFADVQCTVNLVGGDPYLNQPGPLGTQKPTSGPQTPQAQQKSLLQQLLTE
KKLEB tox: reduces viability of KKLEB cystic fibrosis airway cells. KKLEB CF airway cells viability, ATPlite luminescence, overnight; hits give low values; cells stimulated with P. aeruginosa culture filtrate. activity change (cytotoxicity), % at 5 µM. hit rate 0.36% among 360,000;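 active = corrected activity change at or below -50% at 5 µM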
SRC3 inh: inhibitors of human steroid receptor coactivator 3 (SRC3). HEK293 GAL4-SRC3 luciferase reporter, luminescence. inhibition, % at 3.6 µM. hit rate 0.17% among 360,000. AID 588352;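 active = inhibition above a per-campaign cutoff, the mean of all compounds plus 3 SD, cut at about 60% in these data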;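 note: 0% = DMSO-treated cells and 100% = gossypol-treated cells at 36 µM; higher means less SRC3-driven luciferase light from the GAL4 reporter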
COUP-TFII inh: NR2F2 (human) inhibition, primary screen. AID 686940. inhibition, % at 8.6 µM. hit rate 0.7% among 370,000. HEK293T NGFI-A luciferase reporter, luminescence;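 active = inhibition above a per-plate cutoff, mean inhibition of test wells between control levels plus 3 SD, cut at about 38% in these data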;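 note: cells cotransfected with COUP-TFII expression vector driving the NGFI-A reporter; 0% = median of COUP-TF2 test wells and 100% = reporter-only cells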
TRAIL sens C8: sensitizes caspase-8 expressing cells to TRAIL; NB7+C8 cells + TRAIL, ATPlite viability luminescence; inhibition (viability loss, TRAIL sensitization), % at 10 µM; hit rate 1% among 360,000; AID 624354;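 active = compounds causing at least 50% loss of cell viability in the single-dose screen, relative to plate controls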
TWEAK Fn14 block: blocks TWEAK-Fn14 interaction in a reporter cell assay | TWEAK-stimulated Fn14 reporter cells, luciferase luminescence, 8 h | inhibition, % at 10 µM | hit rate 2% among 360,000 | AID 1159606; in the data active = inhibition above about 50%
NR5A2 inv ag: inverse agonists of human LRH-1 (NR5A2); O00482; HEK293T StAR-luciferase reporter, LRH-1 transfected, 24 h; inhibition, % at 3.6 µM; hit rate 0.13% among 360,000; AID 602396;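 active = inhibition above the mean inhibition of all tested compounds plus 3 SD, cut at about 73% in these data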;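 note: 0% = DMSO wells and 100% = reporter-only cells lacking LRH-1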
TROY NFkB inh: TROY signaling inhibition. Q293 LMP1-TROYcd NF-kB luciferase reporter, 4 h. inhibition, % at 10 µM. hit rate 0.98% among 360,000;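 active = compounds whose plate-normalised and pattern-corrected inhibition of the luciferase reporter signal at the single screening dose is 50% or more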
An asterisk follows results filed as active; x = not tested or not shown. A portion of the library; the hit share may differ from the screen's.

SMILES	LMP1 NFkB inh	Shn3 inh set2	CF NFkB inh	NCOA1 inh	KKLEB tox	SRC3 inh	COUP-TFII inh	TRAIL sens C8	TWEAK Fn14 block	NR5A2 inv ag	TROY NFkB inh
Cc1ccccc1S(=O)(=O)c1c(C)cc(C)n(CC(C)C)c1=O	7.6	-2.1	13.3	4.7	-0.9	10.6	28.8	-10.7	-4.8	1.7	-5.0
COc1nc(Oc2ccc(=O)[nH]n2)nc(N2CCOCC2)n1	5.3	-9.1	13.8	-24.5	0.9	11.0	-24.9	-4.4	9.1	7.0	5.5
CCCCC(CC)CNC(=O)c1cccs1 (stereo unspecified)	5.6	30.4	-13.7	-0.2	-3.3	8.3	16.6	-3.1	1.2	-4.7	3.9
CCOc1ccccc1C(=O)Oc1ccc2ccc(=O)oc2c1	2.4	-42.1	3.3	-17.6	-7.7	-0.8	-0.4	-17.1	-9.6	11.8	20.6
COC(=O)c1c(NC(C)=O)sc(C(=O)Nc2ccccc2F)c1C	-8.5	-4.3	-15.2	-66.5	1.6	-51.6	-12.8	4.6	-35.4	-58.0	-40.4
Cc1nc2sc3c(c2c(=O)n1/N=C/c1ccco1)CCCC3	9.1	13.1	10.3	1.1	-17.4	13.3	2.6	-5.1	2.3	-12.8	4.4
C=CCOC(=O)CC(NC(=O)c1ccccc1)c1ccccc1 (stereo unspecified)	-2.6	0.2	-4.8	4.1	10.0	-39.4	21.5	6.1	-7.7	4.9	-6.8
CCOCC(=O)Nc1ccccc1C(=O)O	1.8	-7.4	11.2	-12.3	-0.6	7.6	-3.1	2.2	-0.1	-1.0	-6.0
COc1ccc(CNC(=O)c2ccc(NC(=O)C3=CSCCO3)cc2)cc1	-3.7	-22.6	6.0	-22.0	-10.8	-16.5	-7.4	4.8	-33.7	-12.3	-46.1
COc1ccc(CN2CCNC(=O)C2CC(=O)NCCc2c[nH]c3ccccc23)c(OC)c1 (stereo unspecified)	3.9	-11.6	-22.0	13.1	-0.8	-3.6	-26.7	1.2	8.9	-0.9	-10.7
O=C(CN1C(=O)c2ccccc2S1(=O)=O)c1ccc(F)cc1	69.4*	79.5	-14.0	13.7	8.2	46.0	39.6*	31.2	90.8*	-15.9	73.4*
Cc1ccc(S(=O)(=O)Nc2nc3ccc(S(=O)(=O)N4CCCC4)cc3s2)cc1	-24.4	-5.5	20.9	-40.6	20.7	7.4	-6.8	1.2	2.5	9.6	6.0
COC(=O)CSc1nnc(-c2cccc(NC(=O)c3ccc(C)cc3)c2)n1C	3.4	2.8	3.4	-7.0	3.4	7.4	1.9	6.8	2.6	7.8	-9.9
COC(C(=O)N/N=C(\C)c1ccc(C(C)(C)C)cc1)c1ccccc1 (stereo unspecified)	-30.8	-13.6	15.3	-20.1	-3.8	14.6	2.1	19.7	-22.7	13.0	4.3
CCCn1nnnc1SCC(=O)NCc1ccccc1	4.1	0.8	-3.1	14.7	2.3	-26.2	-5.5	-18.5	-31.7	12.5	-15.9

Part of the list above in another layout.
SMILES,LMP1 NFkB inh,Shn3 inh set2,CF NFkB inh,NCOA1 inh,KKLEB tox,SRC3 inh,COUP-TFII inh,TRAIL sens C8,TWEAK Fn14 block,NR5A2 inv ag,TROY NFkB inh
COC(C(=O)N/N=C(\C)c1ccc(C(C)(C)C)cc1)c1ccccc1 (stereo unspecified),-30.8,-13.6,15.3,-20.1,-3.8,14.6,2.1,19.7,-22.7,13.0,4.3
COc1ccc(CN2CCNC(=O)C2CC(=O)NCCc2c[nH]c3ccccc23)c(OC)c1 (stereo unspecified),3.9,-11.6,-22.0,13.1,-0.8,-3.6,-26.7,1.2,8.9,-0.9,-10.7

Further structures.
SMILES	LMP1 NFkB inh	Shn3 inh set2	CF NFkB inh	NCOA1 inh	KKLEB tox	SRC3 inh	COUP-TFII inh	TRAIL sens C8	TWEAK Fn14 block	NR5A2 inv ag	TROY NFkB inh
CC(=O)c1cc2c(cc1NC(=O)c1cccc(S(=O)(=O)N3CCN(C)CC3)c1)OCO2	-20.1	21.3	-14.2	3.4	1.2	-1.1	-8.3	0.9	-19.8	5.3	8.2
N#CC1=C(N)OC2=C(CCc3ccccc32)C1c1ccccc1 (stereo unspecified)	-8.3	-4.5	43.1	-36.8	-27.5	-6.6	-8.1	-32.1	11.8	-4.0	-23.4
CC(O)[C@H]1CNC(=O)C(=O)N1CCCCC1CCCCC1 (stereo partly specified)	-0.6	-6.7	-12.9	-28.0	18.6	2.0	-1.6	-8.1	-3.8	-9.7	-7.8
C=CCOc1ccc(/C=C2\SC(=S)N(NS(=O)(=O)c3ccccc3)C2=O)cc1	1.0	17.0	-6.1	2.3	7.4	-9.0	-16.7	-14.5	-20.8	-2.7	16.4
c1ccc2cc(CSCc3nc4ccccc4[nH]3)ccc2c1	-5.5	10.5	-3.0	-10.5	7.5	14.7	10.9	-9.6	25.1	3.1	3.8
O=C(Cn1nnc(-c2ccccc2)c1COc1ccc2ccccc2c1)NCC1CC1	x	3.9	1.3	-14.3	-17.2	0.9	11.6	1.3	15.2	8.6	6.0
O=C1C=CC(=O)N1Nc1ccc(Br)cc1	4.5	-1.0	2.3	19.3	4.6	19.1	-16.8	3.5	21.6	2.1	12.4
Cc1nn(S(=O)(=O)c2cccc([N+](=O)[O-])c2)c(C)c1S(=O)(=O)N1CCOCC1	-0.1	-9.3	-5.2	9.1	0.5	-5.2	-23.6	-10.6	-5.0	-20.7	-3.8
COc1cc(C=C(C(C)=O)C(C)=O)ccc1O	6.8	-14.9	-2.3	10.1	10.5	10.9	-1.5	10.6	-19.3	26.6	-13.3
Cc1ccc(Oc2ccc(/C=N/O)cn2)cc1	-21.5	-23.5	-3.1	-54.7	-0.5	-50.6	-31.8	21.2	-23.2	-9.2	-26.5
CCOCCn1ccc2c(OCC(=O)Nc3ccccc3OC)cccc2c1=O	13.1	13.0	7.1	2.5	-5.6	12.7	14.6	-1.1	-2.0	12.4	11.9
CNC(=O)COC(=O)C1CCN(S(=O)(=O)c2ccc3c(c2)OCCO3)CC1	-0.8	-6.0	-23.4	0.9	-12.1	4.5	-0.7	1.4	0.6	-2.4	3.0
O=C(CCN1C(=O)C2CC=CCC2C1=O)Nc1nc(-c2ccc(F)c(F)c2)cs1 (stereo unspecified)	3.7	-21.7	-22.0	-9.3	1.4	-21.4	-5.5	0.6	27.0	-18.8	26.2
Cc1ccc(-c2nnc(N3CCC(C)CC3)c3ccccc23)cc1	2.9	20.3	34.1	6.6	-17.9	4.2	4.5	3.0	-4.4	-17.8	13.9
NC12CC3CC(C1)CC(CO)(C3)O2	-0.3	13.6	13.5	-18.8	-3.6	11.3	-8.5	-0.2	3.7	0.1	x

Gathered by group: the compounds so far containing an aryl thioether with sulfur outside any ring
SMILES	LMP1 NFkB inh	Shn3 inh set2	CF NFkB inh	NCOA1 inh	KKLEB tox	SRC3 inh	COUP-TFII inh	TRAIL sens C8	TWEAK Fn14 block	NR5A2 inv ag	TROY NFkB inh
COC(=O)CSc1nnc(-c2cccc(NC(=O)c3ccc(C)cc3)c2)n1C	3.4	2.8	3.4	-7.0	3.4	7.4	1.9	6.8	2.6	7.8	-9.9
CCCn1nnnc1SCC(=O)NCc1ccccc1	4.1	0.8	-3.1	14.7	2.3	-26.2	-5.5	-18.5	-31.7	12.5	-15.9

(further entries)
SMILES	LMP1 NFkB inh	Shn3 inh set2	CF NFkB inh	NCOA1 inh	KKLEB tox	SRC3 inh	COUP-TFII inh	TRAIL sens C8	TWEAK Fn14 block	NR5A2 inv ag	TROY NFkB inh
O=C(CN1CCOCC1)Nc1nc(-c2ccccc2Cl)cs1	2.8	1.6	-11.0	2.5	0.8	-4.7	-0.7	6.2	-16.4	9.9	-20.4
CCN1CCN(CCCNC(=O)Cn2nc(C)n3nc(-c4ccccc4)cc3c2=O)CC1	7.8	2.1	2.7	-1.3	12.7	-9.8	-11.8	2.3	-14.4	-7.6	5.1
CCCOc1ccc(C2CC(=O)NC2=O)cc1 (stereo unspecified)	6.3	0.8	-11.8	-58.5	6.8	15.2	-12.0	-0.1	8.4	11.9	-13.9
CN1N=C(C(=O)N2CCc3c([nH]c4ccccc34)C2c2c(F)cccc2Cl)CCC1=O (stereo unspecified)	-17.9	-9.2	7.9	-18.8	-12.4	-20.6	-35.0	-8.1	-10.8	-3.7	-21.1
CCOC(=O)N1CCN(Cc2nc(C3CC3)no2)CC1	-6.8	1.5	-2.9	10.4	6.0	13.2	-1.8	-2.6	-4.3	9.4	15.2
CC(C)(C)OC(=O)N1CCC(C(=O)Nc2cccc(C(=O)N3CCCCC3)c2)CC1	2.8	16.3	1.0	-2.5	-8.2	5.4	2.0	-20.3	-1.9	17.4	-15.8
COc1cccc(C(=O)OCc2cc(=O)oc3c(C)c(C)ccc23)c1OC	2.1	-14.4	14.9	-1.7	-3.1	12.8	-2.2	-7.4	-14.3	5.0	54.5*
CN(CC(=O)Nc1cccc(F)c1)C(=O)CCN1C(=O)C2CC=CCC2C1=O (stereo unspecified)	1.7	6.0	5.6	-3.2	5.0	6.0	-3.5	4.1	1.9	10.1	13.0
O=C(NCc1ccc(F)cc1)C(=O)NCC1OCCN1S(=O)(=O)c1ccc2c(c1)OCCO2 (stereo unspecified)	-22.3	-17.7	0.0	2.5	10.0	-2.4	0.1	-5.4	42.9	-6.2	-37.9
CC1Oc2ccccc2N(Cc2cccnc2)C1=O (stereo unspecified)	-2.4	-11.8	-8.5	-5.0	7.8	-2.6	4.2	-9.3	-5.0	-8.2	4.0
O=C(c1cccn2c(=O)c3cc(Cl)ccc3nc12)N1CCN(Cc2ccc3c(c2)OCO3)CC1	4.0	9.1	-21.3	-7.4	2.1	6.2	19.9	11.6	4.4	-11.8	-5.9
O=S1(=O)N[C@@H](Cc2ccccc2)COc2cccc(N3CCC[C@@H]3CO)c21	x	x	x	x	x	x	20.0	0.3	22.4	16.9	-14.2
COc1cc(OC)cc(C(C)=O)c1	-3.5	-2.4	-2.2	-1.1	-13.6	4.9	13.0	-0.5	-18.8	-2.9	-18.8
COc1ccc(C(=O)N/N=C(/C)c2cccc(NC(=O)c3ccncc3)c2)cc1OC	-9.3	7.2	10.1	-10.0	4.5	13.6	20.1	2.5	-2.8	-2.6	30.6
COC(=O)N/N=C/c1cccs1	-1.9	13.5	-25.6	-15.9	4.0	7.7	-6.4	-0.8	7.7	13.8	-33.1
COc1ccc(S(=O)(=O)N2CCOCC2)cc1NC(=O)CCCSc1ccccc1	-2.0	14.1	3.7	2.9	-11.1	-6.9	8.4	3.4	1.9	-17.4	6.2
COCCNc1nc(NCCOc2ccccc2Cl)c2sccc2n1	x	64.9	-3.3	10.8	-7.4	2.6	33.8	0.9	30.5	-4.6	3.7
CCOc1cc(/C=N/n2cnnc2)cc(Br)c1O	2.6	-6.1	-1.8	1.1	2.3	-6.1	-1.2	7.9	-2.9	13.8	16.1
